Assay outcomes: PubChem BioAssay, National Center for Advancing Translational Sciences (NCATS)
AmpC det inh: AmpC beta-lactamase inhibition, detergent assay | purified AmpC, nitrocefin hydrolysis with detergent | AID 584 | actives 0.09% (n = 71,000) | Potency, µM (top dose mostly 28.7 µM), for inactives: at the top dose activity change, negative = inhibition | P00811; active means well fitted curve in the direction sought with a large enough effect
Target sequence (P00811 whole entry, looked up): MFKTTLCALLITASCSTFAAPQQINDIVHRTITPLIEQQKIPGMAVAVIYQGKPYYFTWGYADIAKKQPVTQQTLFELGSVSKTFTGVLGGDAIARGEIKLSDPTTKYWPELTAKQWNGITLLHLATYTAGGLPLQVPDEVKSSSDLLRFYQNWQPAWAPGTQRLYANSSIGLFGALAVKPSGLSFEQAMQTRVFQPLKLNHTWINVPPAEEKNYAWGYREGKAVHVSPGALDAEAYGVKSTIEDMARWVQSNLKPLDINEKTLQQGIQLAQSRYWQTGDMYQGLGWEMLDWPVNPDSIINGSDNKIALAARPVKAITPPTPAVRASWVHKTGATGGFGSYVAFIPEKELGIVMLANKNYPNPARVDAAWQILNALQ
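E. coli AmpC (5.3 nM) in 20 mM phosphate pH 7.0 with 0.01% Triton X-100, preincubated 15 min RT with compound; nitrocefin (2 uL of 800 uM stock) hydrolysis followed by 480 nm absorbance every 20 s over 4 min.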
* = called active by the depositor; [ ] = another dose, or the depositor's remark. On the % scale 0 is the no-effect control and ±100 the full control effect; potency means the concentration at half of the fitted maximal effect. A portion of the library, so the mix of outcomes need not match the whole.

Start of the data: the first 30 compounds as a preview:
SMILES,AmpC det inh
C/C(=N/Nc1ccc2ccccc2n1)c1ccccc1O,-5.7%[5.75 µM]
CSc1nc(N)c2ncn([C@H]3O[C@H](COP(=O)(O)OP(=O)(O)O)[C@@H](O)[C@@H]3O)c2n1,-3.8%
COc1ccc(CCC(=O)N2CC(C)OC(C)C2)cc1 (stereo unspecified),-4.4%
Cc1ccc(S(=O)(=O)OC2CCN(C)CC2)cc1,-3.5%[5.75 µM]
Nc1cc(Cl)cc(Cl)c1,10.0%
NCCCCCc1nnc(SCc2ccccc2Cl)o1,-2.9%
NCCCSC1=NCCCN1,0.3%
CCc1cc2c(NCCC(=O)O)nc(C)nc2s1,-0.2%
CCOC(=O)C1CCCN(C(=O)Cn2cnc3c2c(=O)n(C)c(=O)n3C)C1 (stereo unspecified),-0.4%
C=CCn1c(SCC(=O)N2CCN(c3ccc(F)cc3)CC2)nnc1-c1ccco1,10.8%
CN1CCN(C(=O)c2ccccc2NC(=O)Cc2ccccc2)CC1,6.2%
O=C(O)C1(NS(=O)(=O)c2ccc(F)c(Cl)c2)CCCCC1,-2.8%
O=S(=O)(Nc1ccc2c(c1)OCO2)c1cccs1,0.2%
COc1ccccc1-c1nc(C#N)c(N2CCN(c3ccccc3)CC2)o1,-1.5%
CC(=O)C1=C(O)C(=O)N(CCc2c[nH]c3ccccc23)C1c1ccco1 (stereo unspecified),-6.2%
Cc1c(N=Cc2ccco2)c(=O)n(-c2ccccc2)n1C,-0.5%
Cc1cc(C(=O)CC#N)c(C)n1-c1ccc(OC(F)F)cc1,0.9%
COc1cccc(NS(=O)(=O)c2nc3nc(C)cc(C)n3n2)c1,13.4%
COC(=O)CCC(=O)c1oc2ccc(Br)cc2c1N,-1.3%
COC(=O)c1ccc(CSc2ncnc3c2oc2ccccc23)o1,-0.7%
CN1C(=O)NC(c2ccccc2)C2=C1CN(Cc1ccco1)C2=O (stereo unspecified),4.8%
O=C(NCc1ccco1)c1cc(-c2ccccc2)c(N2CCOCC2)s1,-7.3%
CCOC(=O)C1=C(C)NC(=O)NC1c1cc(C)sc1C (stereo unspecified),-4.4%
Cc1nc(NC(=O)c2ccccc2)sc1-c1csc(NCc2ccco2)n1,13.7%
O=c1[nH]c(SCc2ccc(F)cc2)nc2c1cnn2-c1ccc(F)cc1,11.5%
O=c1c(CCc2ccccc2)nc2cnc(N3CCNCC3)nc2n1Cc1ccc(F)cc1,-5.6%
CN(C)c1nc(Nc2ccccc2)nc(Oc2ccc(=O)[nH]n2)n1,4.1%
N#Cc1ccc(CN2CC3(CCN(C(=O)c4ccco4)CC3)C2)cc1,-1.2%
O=C(Cc1ccccc1)Nc1c2c(nn1-c1cccc(Cl)c1)CS(=O)(=O)C2,-1.4%
O=S(=O)(c1cccc(-c2nnc(-c3ccc(Br)cc3)o2)c1)N1CCCCCC1,7.7%

This part in full, previewed entries included:
SMILES,AmpC det inh
C/C(=N/Nc1ccc2ccccc2n1)c1ccccc1O,-5.7%[5.75 µM]
CSc1nc(N)c2ncn([C@H]3O[C@H](COP(=O)(O)OP(=O)(O)O)[C@@H](O)[C@@H]3O)c2n1,-3.8%
COc1ccc(CCC(=O)N2CC(C)OC(C)C2)cc1 (stereo unspecified),-4.4%
Cc1ccc(S(=O)(=O)OC2CCN(C)CC2)cc1,-3.5%[5.75 µM]
Nc1cc(Cl)cc(Cl)c1,10.0%
NCCCCCc1nnc(SCc2ccccc2Cl)o1,-2.9%
NCCCSC1=NCCCN1,0.3%
CCc1cc2c(NCCC(=O)O)nc(C)nc2s1,-0.2%
CCOC(=O)C1CCCN(C(=O)Cn2cnc3c2c(=O)n(C)c(=O)n3C)C1 (stereo unspecified),-0.4%
C=CCn1c(SCC(=O)N2CCN(c3ccc(F)cc3)CC2)nnc1-c1ccco1,10.8%
CN1CCN(C(=O)c2ccccc2NC(=O)Cc2ccccc2)CC1,6.2%
O=C(O)C1(NS(=O)(=O)c2ccc(F)c(Cl)c2)CCCCC1,-2.8%
O=S(=O)(Nc1ccc2c(c1)OCO2)c1cccs1,0.2%
COc1ccccc1-c1nc(C#N)c(N2CCN(c3ccccc3)CC2)o1,-1.5%
CC(=O)C1=C(O)C(=O)N(CCc2c[nH]c3ccccc23)C1c1ccco1 (stereo unspecified),-6.2%
Cc1c(N=Cc2ccco2)c(=O)n(-c2ccccc2)n1C,-0.5%
Cc1cc(C(=O)CC#N)c(C)n1-c1ccc(OC(F)F)cc1,0.9%
COc1cccc(NS(=O)(=O)c2nc3nc(C)cc(C)n3n2)c1,13.4%
COC(=O)CCC(=O)c1oc2ccc(Br)cc2c1N,-1.3%
COC(=O)c1ccc(CSc2ncnc3c2oc2ccccc23)o1,-0.7%
CN1C(=O)NC(c2ccccc2)C2=C1CN(Cc1ccco1)C2=O (stereo unspecified),4.8%
O=C(NCc1ccco1)c1cc(-c2ccccc2)c(N2CCOCC2)s1,-7.3%
CCOC(=O)C1=C(C)NC(=O)NC1c1cc(C)sc1C (stereo unspecified),-4.4%
Cc1nc(NC(=O)c2ccccc2)sc1-c1csc(NCc2ccco2)n1,13.7%
O=c1[nH]c(SCc2ccc(F)cc2)nc2c1cnn2-c1ccc(F)cc1,11.5%
O=c1c(CCc2ccccc2)nc2cnc(N3CCNCC3)nc2n1Cc1ccc(F)cc1,-5.6%
CN(C)c1nc(Nc2ccccc2)nc(Oc2ccc(=O)[nH]n2)n1,4.1%
N#Cc1ccc(CN2CC3(CCN(C(=O)c4ccco4)CC3)C2)cc1,-1.2%
O=C(Cc1ccccc1)Nc1c2c(nn1-c1cccc(Cl)c1)CS(=O)(=O)C2,-1.4%
O=S(=O)(c1cccc(-c2nnc(-c3ccc(Br)cc3)o2)c1)N1CCCCCC1,7.7%
c1ccc(-c2ccc(-c3ccc(C4=NCCN4)cc3)o2)cc1,-7.9%[5.75 µM]
CS(=O)(=O)c1ccc2nc(NC(=O)C3COc4ccccc4O3)sc2c1 (stereo unspecified),16.1%
Cc1ccsc1-c1nc(CSCC(=O)NCc2ccc3c(c2)OCO3)c(C)o1,9.0%
O=C1CN(C(=O)COC(=O)Cc2ccsc2)c2ccccc2N1,3.1%
COc1cc2ccccc2cc1C(=O)Nc1ccc(N2CCN(C)CC2)cc1,-2.1%
O=C(NCCNC(=O)C1CC2CCC1C2)C1CC2CCC1C2 (stereo unspecified),-1.5%
CN(C)C(=O)Cn1c(SCC(=O)N2CCCc3ccccc32)nc2ccccc21,-2.0%
CC1=C(C(=O)OC2CCCCC2)C(c2cccnc2)n2ncnc2N1 (stereo unspecified),3.0%
CC12COC3(C(=O)N4CCN(c5ccccn5)CC4)CC1CCC32C (stereo unspecified),-4.0%
COC(=O)[C@H]1C[C@@H]1[C@H](NS(=O)(=O)c1ccccc1)c1ccccc1,0.0%
O=C(CP(=O)(CO)CO)c1ccc(Cl)cc1,-2.7%
COC(=O)CCCC[C@H]1SC[C@H]2NC(=O)N[C@]21O,1.3%
Cc1sc2nc(SCC(=O)NCCOCCO)n(C)c(=O)c2c1C,2.6%
CCCCCCN1C(=O)C(O)=C(C(C)=O)C1c1ccc(Cl)cc1 (stereo unspecified),-2.6%
Cc1cc(C)c2ccc(C)[n+]([O-])c2c1O,-4.7%
CCCn1cc(S(=O)(=O)CC(=O)N2CCc3ccccc32)c2ccccc21,-0.4%
CCCn1c(NCc2ccc(C)o2)nc2ccccc21,2.2%
O=C(c1ccccc1)c1ccc(CN2C(=O)c3ccccc3C2=O)o1,-3.4%
Cc1ccc(-c2nnn(CC(=O)NCC3COCCO3)n2)o1 (stereo unspecified),12.5%
CCc1nnc(NC(=O)CSc2nnc(CSc3nc(C)cc(C)n3)n2CC)s1,-1.3%

Next section.
SMILES,AmpC det inh
C=C(C)Cn1c(C2CC(=O)N(Cc3ccccc3)C2)nc2ccccc21 (stereo unspecified),11.1%
CCc1c(C)sc(NC(=O)c2ccco2)c1C(=O)N1CCCCC1,-1.3%
Nc1nc(Nc2ccccc2)nc2c1ncn2[C@@H]1O[C@@H](CO)[C@H](O)[C@@H]1O,-1.3%
CN(C)S(=O)(=O)c1ccc(C(=O)Oc2ccccc2)cc1,-1.1%
COc1ccccc1-c1cc(C(=O)NCCCn2ccnc2)no1,-4.3%
Nc1nc(N2CCCCC2)nc(N(c2ccccc2)c2ccccc2)n1,10.3%
Cc1cc(=O)[nH]c(N2CCN(C(c3ccccc3)c3ccccc3)CC2)n1,-1.7%
COc1cccc(N(C(=O)c2cccs2)c2nc3ccccc3s2)c1,6.7%
CCCOc1ccc2ccccc2c1/C=N/n1c(C)nnc1-n1nc(C)cc1C,0.1%
C=CCn1c(SCc2nc(N)nc(N(C)C)n2)nnc1-c1cccnc1,-2.2%
CCc1cccc2c(C#N)cn(CCOc3ccccc3OC)c12,15.1%
CC(C)COC(=O)OCN1C(=O)CN(CCN2CC(=O)N(COC(=O)OCC(C)C)C(=O)C2)CC1=O,-3.1%
COC(=O)c1ccc(C(=O)OC)c(NC(=O)c2ocnc2C)c1,0.2%
O=C(CSc1nnc(-c2ccco2)o1)NC1CC2CCC1C2 (stereo unspecified),-2.4%
O=C(Nc1ccc2c(c1)OCCO2)C1CCC1,-1.5%
CCCc1cc(C(=O)NCc2cccs2)no1,6.8%
Cc1cnc(C(=O)Nc2ccccc2-c2ccc(C)o2)cn1,9.7%
CC/C(=C\C(=O)c1cccnc1)Nc1ccc(C)c(C)c1,15.8%
COc1ccccc1NC1=NC2(CCCC2)N=C(N)N1,5.2%
N#Cc1nc(-c2ccco2)oc1N1CCN(c2cccc(Cl)c2)CC1,-4.0%
Clc1ccc(N2CCN(c3ncnc4c3oc3ccccc34)CC2)cc1,11.2%
COc1ccc(Cn2nnnc2CN(Cc2cc3cc(C)ccc3[nH]c2=O)C2CCCC2)cc1,-4.3%
CCOC(=O)CSc1nc2c(sc(=S)n2Cc2ccco2)c(=O)n1-c1ccc(F)cc1,12.5%
CCC(Sc1nc2n[nH]c(C)c2c(=N)n1-c1ccc(C)c(Cl)c1)C(=O)N1CCOCC1 (stereo unspecified),-6.4%
CCOC(=O)c1ccc(NC2OC(=O)c3ccccc32)cc1 (stereo unspecified),1.2%
OCC12COC(c3ccccc3)N1C(c1ccccc1)OC2 (stereo unspecified),-0.2%
N#Cc1c(NC(=O)CN2CCN(C(=O)c3ccco3)CC2)sc2c1CCCCC2,-1.8%
O=C(C1CCCO1)N1CCN(Cc2nc3ccccc3c(=O)[nH]2)CC1 (stereo unspecified),-1.3%
Cc1ccc2cc(CN(CC3CCCO3)S(=O)(=O)c3ccc4c(c3)OCCO4)c(=O)[nH]c2c1C (stereo unspecified),-0.9%
CC(=O)N1CCC2(CC1)CCN(c1ccc(-c3ccccc3)cc1)CC2,-1.0%
CC(C)Cn1c(N)c(C(=O)COC(=O)c2cc(-c3ccco3)nc3ccccc23)c(=O)n(C)c1=O,-3.7%
CCC(C)Sc1nnc(Cc2cc(=O)[nH]c(=O)[nH]2)n1-c1ccc(F)cc1 (stereo unspecified),9.3%
CCOCCCn1c(SCC(=O)NC(C)(C)C)nc2ccccc2c1=O,-0.7%
CCC(=C(CC)c1ccc(O)cc1)c1ccc(O)cc1,3.4%[12.8 µM]
CCC(C)(C)C(=O)O[C@@H]1C[C@H](C)C=C2C=C[C@H](C)[C@@H](CC[C@H]3C[C@@H](O)CC(=O)O3)[C@H]21,-2.1%[12.8 µM]
Cc1noc(C)c1-c1nccc(N(C)C)n1,9.0%
C=CCn1c(=N)n(CC(O)COc2ccc(OC)cc2)c2ccccc21 (stereo unspecified),10.8%
CN[C@]1(C)[C@@H]2CC[C@@H](C2)C1(C)C,-1.0%
CCCN(CCC)CCCNS(=O)(=O)c1ccc2c(c1)oc(=O)n2C,1.0%
O=S(=O)(NCc1cccnc1)c1cccs1,12.0%
Cc1nc2cnc(N3CCN(C)CC3)nc2n(CCc2ccccc2)c1=O,-0.9%
Cc1cc(C)n(-c2ccc(C(=O)Nc3nnc(C4CC4)s3)cc2)n1,-2.3%
CCOC(=O)c1cc2c(ccn2C)n1CC(=O)N1CCC(Cc2ccccc2)CC1,7.5%
CCOC(=O)N1CCC(Nc2c(NCCCOC)c(=O)c2=O)CC1,-1.6%
Cc1c(C#N)c(N=CN(C)C)c(C(=O)c2ccccc2)n1-c1ccccc1,-0.4%
COc1ccc(C(=O)N2CCC[C@@]3(CCN(Cc4ccc(C#N)cc4)C3)C2)cc1,0.0%
O=C(NCc1ccc(N2CCCC2=O)cc1)NC1CCCCC1,-1.4%
O=C(Nc1nc(-c2ccccn2)cs1)c1ccc(Cl)s1,5.9%
COCCn1c(SCc2csc(-c3ccccc3)n2)nc2ccccc21,-4.0%
CN1CCN(C(=O)Nc2cccc3ccccc23)CC1,0.0%

(continued)
SMILES,AmpC det inh
Cn1c(=O)c2c(nc(NCCCN3CCOCC3)n2Cc2ccc(Cl)cc2)n(C)c1=O,13.9%
O=C1Nc2ccccc2C1(O)Cc1ccncc1 (stereo unspecified),-3.5%
COc1cc(C2CC(=O)c3c([nH]c(C(=O)OCCOC(C)C)c3C)C2)cc(OC)c1OC (stereo unspecified),3.7%
O=C1C2CCCN2C(c2ccc(F)cc2)N1c1nccs1 (stereo unspecified),3.2%
